Compound activity from PubChem BioAssay.
LmPK inhibitor: LmPK (Leishmania mexicana) enzyme inhibition; Q27686; purified LmPK, Kinase-Glo ATP luminescence, 1 h; Potency, µM (series often up to 57.5 µM), for inactives: top-dose activity change, negative = inhibition, most hits filed as inhibitors; 290,000 tested, 0.37% active; AID 1721; note: potency is the fitted concentration of half-maximal effect
Target sequence (Q27686 whole entry, looked up): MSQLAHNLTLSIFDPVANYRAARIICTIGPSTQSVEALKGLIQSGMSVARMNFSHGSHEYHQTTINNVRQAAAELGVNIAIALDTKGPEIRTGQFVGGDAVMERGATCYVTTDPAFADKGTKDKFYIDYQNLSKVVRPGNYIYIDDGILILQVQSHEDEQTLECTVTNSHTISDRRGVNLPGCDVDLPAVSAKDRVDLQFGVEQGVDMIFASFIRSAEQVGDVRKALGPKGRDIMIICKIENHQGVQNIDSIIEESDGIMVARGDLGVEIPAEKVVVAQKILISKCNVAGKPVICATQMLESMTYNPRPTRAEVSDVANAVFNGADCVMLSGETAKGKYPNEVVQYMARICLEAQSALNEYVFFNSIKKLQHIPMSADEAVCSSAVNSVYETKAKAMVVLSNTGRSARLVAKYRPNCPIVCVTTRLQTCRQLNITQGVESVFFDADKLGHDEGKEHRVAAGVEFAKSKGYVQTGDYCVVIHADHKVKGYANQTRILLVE
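ATP generated from ADP (0.1 mM) and PEP (0.5 mM) by 0.1 nM LmPK over 1 h at room temperature (pH 7.2 imidazole buffer) was detected by coupled luciferase luminescence. Values were normalized to uninhibited and no-enzyme wells.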
AmpC inh detg: inhibitors of E. coli AmpC beta-lactamase with detergent; AmpC hydrolysis of nitrocefin, absorbance 480 nm, 0.01% Triton; Potency, µM (titrated, usually from 114 µM), for the others: at the highest dose activity change, negative = inhibition, hits mostly inhibitors; 370,000 tested, 0.041% active; AID 485294;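 note: potency is the fitted concentration of half-maximal effect; 0% = no-compound wells and -100% = no-enzyme wells; nearly all actives have a fitted effect of over 25% in size; some results filed as inactive show a strong effect at the top dose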
Target sequence (P00811 whole entry, looked up): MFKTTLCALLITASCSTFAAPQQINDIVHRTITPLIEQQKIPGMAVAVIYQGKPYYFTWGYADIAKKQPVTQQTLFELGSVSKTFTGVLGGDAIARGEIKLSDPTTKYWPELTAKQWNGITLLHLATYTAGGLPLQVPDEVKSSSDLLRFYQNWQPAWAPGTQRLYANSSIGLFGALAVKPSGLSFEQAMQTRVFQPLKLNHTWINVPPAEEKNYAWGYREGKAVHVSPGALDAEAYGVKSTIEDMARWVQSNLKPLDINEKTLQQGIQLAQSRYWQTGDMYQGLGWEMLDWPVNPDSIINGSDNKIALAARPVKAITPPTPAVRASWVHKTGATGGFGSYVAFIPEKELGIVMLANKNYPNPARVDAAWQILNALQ
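20 mM phosphate pH 7.0 + 0.01% (detergent screen) or 0.0001% Triton X-100; 5.3 nM AmpC reagent; cpd preinc 15 min RT; nitrocefin (800 uM stock) to start; A480 q20 s × 4 min; Activity was normalised to no-enzyme and no-compound control wells.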
AMA1 RON2 block: AMA1-RON2 (P. falciparum) interaction inhibition; AlphaScreen AMA1-biotinylated RON2 peptide binding; Potency, µM (highest dose often 58.2 µM), for the others: at the top dose activity change, negative = inhibition, usual class: inhibitors; 360,000 tested, 0.2% active; AID 720542;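 note: potency is the fitted concentration of half-maximal effect; 0% = vehicle wells and -100% = peptide control; nearly all actives have a fitted effect of over 45% in size; some results filed as inactive show a strong effect at the top dose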
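AMA1 (3D7) with his tag at 25 nM final met compounds first, then biotinylated RON2 peptide at 25 nM; detection used donor plus acceptor beads, 10 µg/mL apiece, read by AlphaScreen after 30 min at room temperature.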
HCV inhibitor: blocks hepatitis C virus | 340,000 tested, 3.4% active | Potency, µM (highest dose often 41.8 µM), without a hit: at the top dose activity change, negative = inhibition, most hits filed as inhibitors | Huh7.5.1 HCVcc-Cre infection, luciferase reporter, 44 h; note: potency is the fitted concentration of half-maximal effect
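HCVcc-Cre virus at an moi near 0.5 was added right after compound to cells cultured 4 h from seeding (1,000 cells/well). Luciferase activity was determined 44 h later, 15 min after substrate addition at RT.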
AmpC no deterg: blocks E. coli AmpC beta-lactamase in detergent-free assay; P00811; AmpC nitrocefin hydrolysis, absorbance 480 nm, 0.0001% Triton; Potency, µM (series often up to 57.1 µM), for inactives: top-dose activity change, negative = inhibition, most hits filed as inhibitors; 330,000 tested, 0.52% active; AID 485341;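 note: potency is the fitted concentration of half-maximal effect; plate controls were no compound for no effect and no enzyme for full effect; nearly all actives have a fitted effect of over 20% in size; some results filed as inactive show a strong effect at the top dose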
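AmpC (5.3 nM in the dispensed reagent) in 20 mM phosphate pH 7.0 with 0.01% (detergent screen) or 0.0001% Triton X-100 was preincubated with compounds for 15 min at room temperature. Nitrocefin was then added from an 800 uM solution, and hydrolysis was followed at 480 nm.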
Tb PYK inh: T. brucei pyruvate kinase inhibition; Q57TT1; TbPYK enzyme, Kinase-Glo Plus ATP luminescence, 45 min; Potency, µM (top dose mostly 76.8 µM), for the others: top-dose activity, negative = inhibition, actives largely listed as inhibitors; 410,000 tested, 0.12% active; AID 624173; note: potency is the fitted concentration of half-maximal effect; nearly all actives have a fitted effect of over 50% in size
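ADP (130 uM final) triggers the TbPYK reaction after compound addition; incubation is 45 min at room temperature. Kinase-Glo Plus is then added and luminescence imaged. Normalized data are fitted to concentration-effect curves.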
HCMV antiviral: inhibitors of human cytomegalovirus | HFF cells, HCMV-luciferase reporter, 72 h; stronger effect = lower value | activity change, negative = inhibition, % at 57.5 µM | 410,000 tested, 4.5% active | AID 1259415; in the data active = activity change below about -60%; inconclusive = no clear call, values can overlap the other calls; inactive = above about -39%
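Two compound doses tested in HFFs infected with HCMV-luciferase, MOI 1 PFU/cell, 72 h at 37C. Lysate luminescence read with OneGlo; data normalized against buffer-only and 10uM Salinomycin inhibitor controls.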
The depositor's hits bear a star; ? = inconclusive; . = not tested or not shown; & = joins results of further samples; [ ] = remark or other dose. Unless noted, calls come from the whole dose curve; as a rule, active = well fitted curve in the direction sought with a large enough effect; inconclusive = small, poorly fitted or top-dose-only effect, or another doubt; inactive = no such curve, though single readings can be large; an effect the other way counts as inactive or inconclusive. Unless noted, % is set by controls: 0 for no effect and ±100 for the full control effect.

SMILES	LmPK inhibitor	AmpC inh detg	AMA1 RON2 block	HCV inhibitor	AmpC no deterg	Tb PYK inh	HCMV antiviral
O=c1[nH]cnc(O)c1Nc1cccc(Cl)c1	.	.	4%	0%	.	3%	-36
O=C(NC(NC(=S)Nc1c(Cl)cccc1Cl)C(Cl)(Cl)Cl)c1cccc([N+](=O)[O-])c1 (stereo not drawn)	1%	-14%	16%	?	-20%	-10%	-38
O=C1N/C(=N\c2ccccn2)SC1Cc1ccccc1Cl (stereo not drawn)	8%	6%	33%[activator]	-7%	-30%	2%	-12
Cc1ccccc1-n1c(SCC(=O)NC2CCS(=O)(=O)C2)nc2ccccc2c1=O (stereo not drawn)	.	?	32%[activator]	1%	11%	2%	4
O=C(NN=C1CCN(Cc2ccccc2)CC1)c1ccccc1O	4%	4%	34%[activator]	-23%	-42%	2%	-28
Cc1ccc2c(COC(=O)C3CSC4(C)CCC(=O)N34)cc(=O)oc2c1C (stereo not drawn)	.	.	9%	0%	97%[activator]	1%	-10
Cc1ccc(C(=O)NCC(=O)OC2CCCCC2=O)cc1C (stereo not drawn)	.	.	21%	4%	3%	0%	30
COC(=O)c1ccc(Oc2nc(C(N)=O)cc(-c3ccccc3)n2)cc1	3%	1%	0%	-29%	-10%	-8%	-27
CCOC(=O)c1cc(-c2cccs2)nn1CCC#N	11%	-2%	0%	6%	7%	0%	4
Nc1ncc(-c2cc3ccccc3oc2=O)s1	11µM*	?	34%[activator]	-2%	-26%	-16%	80
COc1ccc(-c2nnc(CSc3ncnc4sc5c(c34)CCC5)o2)cc1OC	0%	2%	2%	?	20%	8%	-23
Cc1nc(SCc2ccccc2)c(C(F)(F)F)c(=O)[nH]1	-2%	-8%	3%	-1%	-26%	2%	-17
CCCCCCC(=O)Nc1nc(C)c(-c2csc(Nc3cc(Cl)ccc3OC)n2)s1	-1%	-6%	65%[activator]	-21%	-58%	-3%	12
COc1ccc(C(=O)c2ccc(N3CCN(C4CC(=O)NC4=O)CC3)cc2)cc1F (stereo not drawn)	4%	-4%	7%	-8%	64%[activator]	-11%	-1
Cc1ccc2nc(-c3ccccn3)cc(C(=O)NC3CCN(C)CC3)c2c1	1%	3%	.	2%	1%	.	110
CCOC(=O)CC1=C(C(=O)OCC)C2(C(=O)Nc3ccccc32)C(C#N)=C(N)O1 (stereo not drawn)	-6%	0%	39%[activator]	12%&21%	-18%	7%	34
CCn1cc(SCC(=O)NCC2CCCO2)c2ccccc21 (stereo not drawn)	-1%	-2%	20%	-3%	-7%	-10%	-7
CN(C)c1ccc(NC(=O)c2cccc([N+](=O)[O-])c2)c2ccccc12	1%	?	-1%	-8%	-33%	0%	9
CCOC(=O)Cn1cnc2c(nnn2-c2ccc(C)cc2)c1=O	-2%	-15%	2%	6%	-11%	0%	-74*
NS(=O)(=O)c1cccc(NC(=O)COC(=O)CC2Sc3ccccc3NC2=O)c1 (stereo not drawn)	.	.	5%	38%[activator]	-34%	4%	-26

Record cards (already shown). Order of screens: LmPK inhibitor, AmpC inh detg, AMA1 RON2 block, HCV inhibitor, AmpC no deterg, Tb PYK inh, HCMV antiviral
`Cc1ccc2c(COC(=O)C3CSC4(C)CCC(=O)N34)cc(=O)oc2c1C` (stereo not drawn) across the screens: ., ., 9%, 0%, 97%[activator], 1%, -10
`CCOC(=O)CC1=C(C(=O)OCC)C2(C(=O)Nc3ccccc32)C(C#N)=C(N)O1` (stereo not drawn) across the screens: -6%, 0%, 39%[activator], 12%&21%, -18%, 7%, 34
`COc1ccc(C(=O)c2ccc(N3CCN(C4CC(=O)NC4=O)CC3)cc2)cc1F` (stereo not drawn) across the screens: 4%, -4%, 7%, -8%, 64%[activator], -11%, -1
`Cc1ccccc1-n1c(SCC(=O)NC2CCS(=O)(=O)C2)nc2ccccc2c1=O` (stereo not drawn) across the screens: ., ?, 32%[activator], 1%, 11%, 2%, 4

Additional entries:
SMILES	LmPK inhibitor	AmpC inh detg	AMA1 RON2 block	HCV inhibitor	AmpC no deterg	Tb PYK inh	HCMV antiviral
COCC(=O)N1CCCC(C(=O)c2ccc3c4c(cccc24)CC3)C1 (stereo not drawn)	-4%	8%	0%	-13%	133%[activator]	-4%	13
Cc1cc(C)nc(NC(=O)/C=C/c2ccc3c(c2)OCO3)c1	-8%	?	16%	?	-21%	-6%	77
O=C(NCCCN1CCOCC1)C1CCN(S(=O)(=O)c2ccccc2)CC1	.	-22%	1%	23%	11%	-6%	-1
O=C(CSC1CS(=O)(=O)c2cc([N+](=O)[O-])ccc21)NNC(=O)c1ccc(Cl)cc1 (stereo not drawn)	-7%	-6%	85%[activator]	9%	-40%	3%	4
COc1ccc(CNC(=O)CN(Cc2ccc(C)cc2)S(=O)(=O)c2ccc(Cl)cc2)cc1	3%	3%	-18%	-1%	-1%	-7%	-25
O=C(COC(=O)c1ccc(O)cc1)Nc1cc(S(=O)(=O)N2CCOCC2)ccc1N1CCOCC1	.	.	-5%	-15%	.	-1%	?
COc1cc(/C=C/C(=O)Nc2nnc(CC(C)(C)C)s2)cc(OC)c1OC	6%	-2%	9%	-5%	-29%	-17%	51
COc1ccc(S(=O)(=O)N2CCCOC2CNC(=O)C(=O)NCc2ccccn2)cc1 (stereo not drawn)	1%	-1%	110%[activator]	19%	8%	10%	25
CC(=O)Nc1ccccc1C(=O)C(=O)Nc1cccc(C(=O)NCC2CCCO2)c1 (stereo not drawn)	-2%	-9%	9%	23%	-16%	5%	24
COCC(C)OC(=O)c1c(N)n(CC(C)C)c2nc3ccccc3nc12 (stereo not drawn)	2%	-4%	53%[activator]	-10%	15%	-1%	?
O=C(CN1CCCc2ccccc21)Nc1cccc(S(=O)(=O)N2CCOCC2)c1	.	-11%	6%	-12%	44%	-15%	12
O=C1OC(c2cccs2)=N/C1=C\c1ccc(-c2ccccc2Cl)o1	-1%	0%	-11%	1%	-27%	3%	25
COc1cc2c(cc1N)-c1ccc(N)cc1C2=O	.	.	?	.	.	-16%	18
CCN(Cc1ccccc1)C(=O)c1ccc(C(=O)N(CC)Cc2ccccc2)cc1	6%	?	1%	?	-13%	-3%	13
CCCCNC(=O)Nc1ccccc1CC	7%	-6%	-14%	16%	-1%	3%	-10
Cc1nc2ccccc2c2c1C(=O)N(Cc1cccnc1)C2=O	1%	-12%	-11%	-3%	-18%	-14%	17
CCc1ccc(-c2cc(C(F)(F)F)n3nc(C(=O)Nc4c(C)nn(Cc5ccc(F)cc5)c4C)cc3n2)s1	9%	-2%	11%	1.6µM*	56%	7%	-37
COc1ccc(C2NC(=S)NC3=C2CCCC3=C2SCCS2)cc1 (stereo not drawn)	-5%	-1%	15%	-25%	-50%	3%	93
COC(=O)[C@H](Cc1ccc(O)cc1)NC(=O)Cn1cnc2c(OCc3ccccc3)ncnc21	.	.	4%	?	-3%	-11%	25
CCOC(=O)N1CCN(C(=O)C2CCN(C(=O)c3ccc([N+](=O)[O-])cc3)CC2)CC1	0%	-17%	5%	12%	3%	7%	5
O=C(NCCC1CCCCN1S(=O)(=O)c1ccc(F)cc1)C(=O)Nc1ccccc1 (stereo not drawn)	.	-3%	-6%	-28%	-16%	1%	6
Cc1cc(C)cc(C(=O)Oc2coc(CSc3nnc(NC(=O)C4CC4)s3)cc2=O)c1	8%	-1%	-1%[11.6 µM]	10%	-5%	6%	-28
Cc1ccc2nc(C)c3c(c2c1)SCC3	-3%	2%	-1%	-12%	-2%	3%	1
Cn1cc(S(=O)(=O)Nc2cccc3ccccc23)c(=O)n(C)c1=O	2%	-1%	2%	4%	-7%	-8%	.
CC(NC(=O)COC(=O)CSc1ccc(F)cc1)c1ccc(F)cc1 (stereo not drawn)	.	-12%	-7%	2%	-13%	-8%	-16
C/C(=N\NC(=O)CCC(=O)NCc1ccccc1)c1ccc([N+](=O)[O-])cc1	.	.	12%	15%	-12%	10%	15
Cc1cccc(N2CCN(C(=O)CN3C(=O)COc4ccc(S(=O)(=O)N5CCOCC5)cc43)CC2)c1C	.	0%	.	.	.	-4%	4
CCN(CC)N=Nc1ccc(S(=O)(=O)Nc2nc(C)cc(C)n2)cc1	4%&-2%	-2%&9%	8%&0%	2%&26%	-6%&2%	0%&-3%	-23&2
N#CCCCc1cc2ccccc2cn1	.	.	5%	?	-1%	-3%	-7
NC(=O)NCCCC(=O)NCC(c1ccccc1Cl)c1c[nH]c2ccccc12 (stereo not drawn)	-1%	-10%	-3%	-8%	41%	3%	42
CCOc1cc(CNc2ncnc3nc[nH]c23)ccc1OC	-2%	-15%	-6%	?	?	-5%	-20
Cc1ccc(C(=O)N/N=C\c2ccc([N+](=O)[O-])o2)cn1	3%	-5%	9%	?	-9%	-3%	?
C=CCn1c(N)c(C(=O)Nc2ccccc2OC)sc1=S	2%	3%	-15%	?	-20%	-17%	46
CC(=O)C[C@H]1c2ccccc2S(=O)(=O)N1c1ccccc1	.	.	-3%	0%	.	0%	-22
CCNC(=O)C/C(C)=N/NC(=O)C1CCCCC1	-2%	-19%	4%[11.6 µM]	26%	-23%	-3%	14
CC(C)(C)c1ccc(C(=O)COC(=O)CN2C(=O)NC3(CCCC3)C2=O)cc1	2%	2%	-6%	16%	62%[activator]	-6%	35
O=C(NCC(=O)N1CCN(C(c2ccccc2)c2ccccc2)CC1)c1ccccc1Br	.	.	0%	.	.	-1%	-10
COC(=O)C1=C(c2ccc(F)cc2OCc2ccccc2)C[C@@H]2CC[C@H]1N2C(=O)N1CCOCC1	.	5%	-2%	-26%	198%[activator]	3%	?
COc1ccc(/C=N/NC(=O)Cc2ccc(Cl)cc2)cc1OC	4%	?	-8%	-14%	-21%	4%	33
COc1ccc(N2C(=O)N3[C@H](c4ccc(Cl)cc4)[C@@H]4C(=O)N(C5CCCCC5)C(=O)[C@@H]4[C@]3(C)C2=O)cc1	-3%	?	-8%	4%	169%[activator]	-5%	4
O=C(NNC(=O)c1ccccc1O)c1ccccc1O	.	.	-4%	?	.	5%	-97*
CCn1cc(C(C)(C)C)c(C#N)c1NC(C)=O	0%	?	-4%	5%	2%	-13%	9
N#C/C(=N\Nc1cccc(C(F)(F)F)c1)C(=O)c1ccsc1	-1%	1%	-15%	?	-36%	3%	-97*
Cc1ccc2c(c1)C1CN(C)CCC1N2S(=O)(=O)c1ccc(Oc2ccc([N+](=O)[O-])cc2)cc1 (stereo not drawn)	1%	-7%	?	-26%	197%[activator]	-1%	?
O=C(Nc1ccccn1)c1ccc(Br)s1	-4%	-3%	7%	-10%	-18%	-2%	76
CCC1CCCCN1CCCNC(=O)c1cc2c(=O)n(CC)c3ccccc3c2s1 (stereo not drawn)	.	-3%	.	.	.	1%	21

Not a hit list; overall some 7.5% were active at least once.
